ARNT TACC3 PPI – disruptors of ARNT/TACC3 protein interaction, primary screen, biochemical, AlphaScreen, single concentration; Transforming acidic coiled-coil-containing protein 3 (Homo sapiens), Q9Y6A5; AlphaScreen His-ARNT PAS-B/GST-TACC3 binding, luminescence; TACC3 fragment carries E629A point mutation; 390,000 tested, 0.66% active; inhibition, % at 9.99 µM;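 active = mean inhibition of replicates at least 50% and at least half of replicates each reaching 50%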;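 note: 0% = complete ARNT plus TACC3 wells and 100% = ARNT alone without TACC3; many hits fall short of the cut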
GSIS activator – GLuc luminescence reporter in INS-1E cells, primary screen for activators of glucose-dependent secretion of insulin; INS-1E GLuc reporter insulin secretion, 2-3 h; activation, % at 16.6 µM; 370,000 tested, 0.61% active; AID 743287, 2014;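 active = lowest replicate activation of at least 40%, so every replicate reaches that level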;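 note: 0% = median of neutral control wells and 100% = median of IBMX positive control wells; some compounds called inactive have numbers as strong as hits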
Numbers without * were called inactive.

SMILES	ARNT TACC3 PPI	GSIS activator
O=C1OC(Nc2ccc(Cl)cn2)c2ccccc21 (stereo not drawn)	-8.5	8.4
CCOc1ccc(NC(=O)C2CC(C)=C(C)CC2C(=O)O)cc1 (stereo not drawn)	5.0	-6.0
O=C(O)C1CCCN(S(=O)(=O)c2cccs2)C1 (stereo not drawn)	-13.5	0.0
COc1ccccc1N=C1SC(C(=O)Nc2ccc(F)cc2)CC(=O)N1C (stereo not drawn)	1.8	-8.7
CCOC(=O)CSc1nncc2ccc(OC)c(OC)c12	-2.9	9.2
COc1cc(NC(=O)C(=O)NNC(=O)C2CCCCC2)c(OC)cc1Cl	3.9	11.1
O=C(CN1C(=O)c2ccccc2C1=O)NCc1ccncc1	1.0	9.4
O=C(C1CCN(C2CC(=O)N(c3cccc(Cl)c3)C2=O)CC1)N1CCCCCC1 (stereo not drawn)	9.6	-8.1
CC1CCN(C(=O)c2ccc(S(=O)(=O)Cc3cccc(F)c3)c([N+](=O)[O-])c2)CC1	-6.5	-16.8
Cc1c(Cc2ccccc2)c(=O)oc2cc(OCc3nn[nH]n3)ccc12	-16.9	-12.0
Cc1ccccc1CS(=O)(=O)Cc1ccc(C(=O)NCc2ccccn2)o1	53.0*	-7.1
COc1ccc(OC)c2[nH]c(=O)c(CCNC(=O)c3ccc(S(=O)(=O)N(C)C)cc3)cc12	-3.6	12.7
S=c1[nH]nc(COc2ccccc2)n1/N=C/c1ccccn1	1.0	-8.1
COc1ccc(C(=O)Nc2nc3ccccc3[nH]2)cc1S(=O)(=O)N1CCCC1	30.6	3.0
COc1ccccc1N1CCN(C/C(C)=C/c2ccccc2)CC1	4.9	-6.8
Cc1ccc(Cl)cc1NC(=O)c1cnn2c1NC(c1ccco1)CC2C(F)(F)F (stereo not drawn)	1.0	-23.7
O=C(CN1C(=O)C2C3C=CC(C3)C2C1=O)Nc1ccc(C(=O)O)cc1 (stereo not drawn)	-6.0	6.5
C(=N\c1nccs1)/c1cccnc1	1.7	12.4
CC1(C)CC2(CC(C)(C(=O)CSc3nc4ccccc4s3)OC2=O)C(=O)O1 (stereo not drawn)	-8.2	-4.3
CCCc1ccc(-c2cc(NC(=O)CSc3n[nH]c(N)n3)n(-c3ccccc3)n2)cc1	1.0	-19.6
CCN(CC)CCn1c(=S)[nH]c2ccc(Cl)cc2c1=O	-1.5	9.7
COC(=O)c1ccc(NC(=O)CCNS(=O)(=O)c2cccc3nonc23)cc1	-29.8	10.4
CN(C)c1ccc(NC(=O)c2cccc(N3C(=O)CCC3=O)c2)cc1	-19.1	16.7
CCC(C)(C)n1nnnc1C(c1ccccc1F)N1CCC(C(N)=O)CC1 (stereo not drawn)	-5.3	32.1
COc1cc(CNCc2cccs2)ccc1OCC(N)=O	-1.9	10.0

(next part)
SMILES	ARNT TACC3 PPI	GSIS activator
COc1ccc(CC(=O)c2ccccc2C(=O)O)cc1	-1.4	10.5
COC(=O)CCC(=O)Nc1cccc2c(NC(=O)CCC(=O)OC)cccc12	-17.5	-3.0
Cc1c(NC(=O)CN2C(=O)c3ccccc3S2(=O)=O)c(=O)n(-c2ccccc2)n1C	-4.6	23.6
CC(C)(C)n1nnnc1C(c1ccc(C#N)cc1)N1CCCC2(CCCCC2)C1 (stereo not drawn)	-10.8	-12.4
O=C(O)C1C2C=CC(C2)C1C(=O)NCCC1=CCCCC1 (stereo not drawn)	-5.1	-11.1
O=C(Nc1c2c(nn1-c1ccc(F)cc1)CS(=O)C2)C12CC3CC(CC(C3)C1)C2 (stereo not drawn)	-0.1	-9.3
COc1ccc(N)c2c1OCCC2=O	39.9	15.3
Oc1ccccc1-c1cc(C(F)(F)C(F)F)nc(-c2ccccc2)n1	-3.3	112.0*
CCOC(=O)c1ccc(NC(=O)c2ccc(NS(C)(=O)=O)cc2)cc1	-5.1	0.4
CCNC(=S)N1CCN(CCN=CC2=C(O)CC(c3ccco3)CC2=O)CC1 (stereo not drawn)	-13.7	3.3
O=C(COC(=O)CCc1c[nH]c(=O)[nH]1)Nc1ccccc1	-4.5	10.4
CCC(=O)Nc1ccc(NC(=S)NC(=O)/C=C/c2ccccc2)cc1	-10.3	-1.4
COc1ccccc1C(=O)Nc1nnc(C)s1	-8.1	18.5
Cc1ccc(C(=O)Nc2ccc(S(=O)(=O)N3CCc4ccccc43)cc2)o1	5.6	-13.7
COc1ccc(-n2c(C)n[nH]c2=O)cc1	4.4	4.0
CCOC(=O)Cc1nn(CCc2ccccn2)c(=O)c2ccccc12	3.9	12.3
CCCn1c(SCc2ccon2)nc2ccccc2c1=O	-15.0	29.6
CCOC(=O)C1=C(CN2CCOCC2)NC(=O)NC1c1cc(C)ccc1C (stereo not drawn)	-1.0	21.8
CCN(CC)CCn1c(=S)[nH]c2cc(Cl)ccc2c1=O	0.4	7.1
Cn1c(CNC(=O)c2ccco2)nnc1SCC(=O)Nc1ccc(Br)cc1F	4.7	7.4
Cc1nc2sccn2c1-c1nc(-c2cc3ccccc3o2)cs1	-13.8	6.6
O=C(OCC(=O)N1CCN(C(=O)c2ccco2)CC1)c1ccccc1Cc1ccccc1	-31.4	-8.3
Cc1nc2cc(NC(=O)N3CCN(c4ccccn4)CC3)ccc2o1	-3.4	-1.6
O=C(CSCc1nc2ccccc2[nH]1)Nc1ccc2ccccc2c1	-0.8	-21.1
COC(=O)Nc1nnc(-c2ccncc2)s1	-22.4	-0.6

Some of these compounds in order of molecular weight, descending:
SMILES	ARNT TACC3 PPI	GSIS activator
Cc1ccc(C(=O)Nc2ccc(S(=O)(=O)N3CCc4ccccc43)cc2)o1	5.6	-13.7
CCC(=O)Nc1ccc(NC(=S)NC(=O)/C=C/c2ccccc2)cc1	-10.3	-1.4
CCCn1c(SCc2ccon2)nc2ccccc2c1=O	-15.0	29.6
O=C(O)C1C2C=CC(C2)C1C(=O)NCCC1=CCCCC1 (stereo not drawn)	-5.1	-11.1
COc1ccc(N)c2c1OCCC2=O	39.9	15.3

Compound profiles, from the list above. Order of screens: ARNT TACC3 PPI, GSIS activator
Profile of `CC1CCN(C(=O)c2ccc(S(=O)(=O)Cc3cccc(F)c3)c([N+](=O)[O-])c2)CC1` : -6.5, -16.8
Profile of `O=C(CN1C(=O)c2ccccc2C1=O)NCc1ccncc1` : 1.0, 9.4

New compounds follow.
SMILES	ARNT TACC3 PPI	GSIS activator
O=[N+]([O-])c1ccccc1N/N=C/c1cc2ccccc2nc1Cl	-2.3	20.3
COc1ccc(Cc2nc3ccc(S(=O)(=O)N4CCOCC4)cc3[nH]2)cc1	2.3	10.9
O=C(O)c1sc2cc(C(F)(F)F)cnc2c1-c1ccccc1	-6.0	4.5
O=C(COC(=O)/C=C/c1cccs1)NC(c1ccccc1)c1ccccc1	-3.1	25.0
Cn1c(-c2sc3cc(C(F)(F)F)cnc3c2-c2cccnc2)n[nH]c1=S	1.2	9.8
CC1=NN(C(N)=S)C(=O)C1N=Nc1ccccc1C (stereo not drawn)	-2.1	65.0*
Clc1nnc(N/N=C/c2ccccc2)c2ccccc12	16.9	-13.4
CCn1cc2c(c1-c1cccc(C)c1)c(=O)n(C)c(=O)n2C	1.4	9.7
CCOC(=O)N1CCN(C(=O)CS(=O)(=O)c2cn(Cc3cccc(F)c3)c3ccccc23)CC1	-3.5	-0.2
C/C(=N\NC(=O)Cc1cccn1C)c1cccc2ccccc12	28.2	-4.3
COc1ccc(CCn2nnnc2C(c2ccccc2)N2CCN(C)CC2)cc1OC (stereo not drawn)	-26.2	5.0
Cn1c(SCC(=O)NC2CC2)nnc1C(F)(F)F	-17.2	32.8
O=C(NCCc1nc2ccccc2[nH]1)c1cc([N+](=O)[O-])cc([N+](=O)[O-])c1	2.0	8.6
Cc1nn(Cc2ccccc2Cl)c(C)c1C(=O)NC1=NCCS1	-1.7	16.8
Cc1cc(C)n2nc(SCc3nnc(SCc4ccccc4)s3)nc2n1	2.7	2.4
COC(=O)c1cccnc1N1CCN(c2ccccc2F)CC1	-3.3	8.6
CCOC(=O)c1ccc(NC(=O)CSCc2ccco2)cc1	0.5	-6.9
COc1cc(CNc2ccccc2SC)ccc1O	2.4	-1.1
CC(C)CSc1nc2ccccc2c(=O)[nH]1	-14.2	27.3
Cc1ccccc1Nc1nnc(SCC(=O)NC2CCCc3ccccc32)s1 (stereo not drawn)	29.0	-26.6
O=C(CNS(=O)(=O)c1ccc(Br)s1)Nc1ccc2c(c1)OCCO2	0.6	15.1
Cc1nn(C)c(C)c1/C=N/O	-7.4	-9.6
CN(C)C(=O)CCc1nc(-c2ccc(C(C)(C)C)cc2)no1	-4.5	-2.1
COC(=O)c1sc(OC)cc1OCc1ccc(C)cc1	-7.4	0.2
Cc1ccc(-c2noc(CCC(=O)Nc3cc(C)ccn3)n2)cc1	-0.3	11.6

Additional records follow.
SMILES	ARNT TACC3 PPI	GSIS activator
CCCCNC(=O)Nc1ccccc1C(=O)NCCC	-5.1	4.2
NC(=O)CSc1nnc(COc2ccccc2)n1CCc1ccccc1	6.6	53.3
Cc1ccc(NC(=O)Cn2cccc2)c(Br)c1	-2.1	15.6
COCCSc1ccccc1C(=O)N1CCCC1	-0.2	-0.6
Cc1ccc(OC(=O)c2ccc(S(=O)(=O)N(C)C)cc2)c(-n2nc3ccccc3n2)c1	-1.3	-32.8
CCC1(C)Cc2ccccc2-c2nc3n(c(=O)c21)CC(C(=O)O)S3 (stereo not drawn)	17.2	16.3
CCSC1=NC2(CCCCC2)Nc2sc3c(c21)CCCC3	2.1	13.2
CCc1ccc(OCC(=O)NCCOc2ccccc2)cc1	4.8	-16.5
CCN(CC)S(=O)(=O)c1cc(C(=O)Nc2ccc(Cl)cn2)ccc1C	2.3	-12.2
O=C(c1nn(Cc2ccccc2)c(=O)c2ccccc12)N1CCc2ccccc2C1	2.5	-6.1
COc1ccc(C(=O)Oc2cccnc2)cc1	-12.2	1.8
OCCN(Cc1ccccc1)CC1CCCCC1	-4.8	22.4
CCOC(=O)C1=C(CN2CCc3ccccc32)NC(=O)NC1c1cc(C)ccc1C (stereo not drawn)	-3.7	17.6
O=C(C1CCCCC1)N1CCCC(c2nc(-c3ccc(F)cc3)no2)C1 (stereo not drawn)	-8.6	-11.3
CCc1cc2c(=O)n(CC)c(SC(C)C(=O)Nc3c(C)n(C)n(-c4ccccc4)c3=O)nc2s1 (stereo not drawn)	-8.0	-1.2
c1nnn(C23CC4CC(CC(C4)C2)C3)n1	-10.7	-3.4
Cc1nnc(NC(=O)c2ccc(C)c(S(=O)(=O)N3CCOCC3)c2)s1	-2.1	-0.3
CCNC(=O)COC(=O)/C=C/c1ccccc1[N+](=O)[O-]	12.8	9.9
Cc1nc(NC(=O)CSc2ccc(-c3nc4ccccc4[nH]3)cn2)sc1C	3.4	50.9*
CCOC(=O)c1c(NC(=O)Cn2c(=O)oc3ccccc32)oc(C)c1C(C)=O	-4.9	-0.1
Nc1c(S(=O)(=O)c2cc(Cl)ccc2Cl)c2nc3ccccc3nc2n1CCN1CCOCC1	13.5	-29.0
O=C(NCCCO)NC12CC3CC(CC(C3)C1)C2	2.2	14.9
CCCc1cc(-c2n[nH]c(=S)n2C(C)c2ccccc2)cs1 (stereo not drawn)	-1.3	-14.4
Cc1c(C(=O)Nc2ccc3c(c2)OCO3)sc2nc(-c3ccccc3)cn12	-1.3	-31.8
Cc1c(C)[n+](=O)c(-c2ccco2)c(C)n1[O-]	-9.7	-1.8

Taken from above for reference:
SMILES	ARNT TACC3 PPI	GSIS activator
CCCc1cc(-c2n[nH]c(=S)n2C(C)c2ccccc2)cs1 (stereo not drawn)	-1.3	-14.4
Cc1c(C(=O)Nc2ccc3c(c2)OCO3)sc2nc(-c3ccccc3)cn12	-1.3	-31.8
Cc1c(C)[n+](=O)c(-c2ccco2)c(C)n1[O-]	-9.7	-1.8

Laid out differently: entries from further up
| structure | ARNT TACC3 PPI | GSIS activator |
| --- | --- | --- |
| O=C(COC(=O)/C=C/c1cccs1)NC(c1ccccc1)c1ccccc1 | -3.1 | 25.0 |
| Cn1c(-c2sc3cc(C(F)(F)F)cnc3c2-c2cccnc2)n[nH]c1=S | 1.2 | 9.8 |
| CC1=NN(C(N)=S)C(=O)C1N=Nc1ccccc1C (stereo not drawn) | -2.1 | 65.0* |
| Clc1nnc(N/N=C/c2ccccc2)c2ccccc12 | 16.9 | -13.4 |
| CCn1cc2c(c1-c1cccc(C)c1)c(=O)n(C)c(=O)n2C | 1.4 | 9.7 |
| CCOC(=O)N1CCN(C(=O)CS(=O)(=O)c2cn(Cc3cccc(F)c3)c3ccccc23)CC1 | -3.5 | -0.2 |

Bioassay records from PubChem BioAssay.

The list is partial; count on the stated rates, not on these rows.
